From PubChem BioAssay
bIAP inh = intestinal alkaline phosphatase (bovine) inhibition | purified bovine IAP, CDP-star luminescence, 30 min | inhibition, % at 20 µM | 190,000 tested, under 10 active | AID 1019;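 active = over 50% inhibition of intestinal alkaline phosphatase at 20 µM in the single-dose screen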
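Assay system – bovine IAP enzyme · Quantity – bovine IAP at 1/65,000,000 final dilution · Detection – CDP-star luminescence signal · Times – 30 min reaction at room temperature · Also added – CDP-star substrate at 30 µM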
TR-FRET SRC-2 ct = flags TR-FRET format artefacts in PPARgamma SRC-2 recruitment agonist screen. TR-FRET artefact counter-screen; stronger effect = higher value. TR-FRET ratio at 8 µM. 200,000 compounds, 0.4% hits. AID 1049; in the data active = TR-FRET ratio above about 2000; also: inactives centre near 1500; reference of the scale not given here
DTT redox prof = compounds producing H2O2 with reducing agent – biochemical, NIH compound library profiling, artefact control for MLSCN library redox annotation, primary screen; DTT-dependent redox cycling H2O2, phenol red/HRP absorbance; 100% = 100 µM peroxide control, 0% = buffer; 200,000 compounds, 0.03% hits; activation, % at 10 µM; AID 878;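 active = activation of at least 50% relative to the plate's high and low controls in the primary single-dose screen; inactive = activation below 50%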;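 also: compound incubated with DTT at 0.8 mM final as the reducing agent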
PPARg SRC1 recr = PPARgamma-driven SRC-1 recruitment agonism. activation, % at 8 µM. PPARgamma-SRC-1 coactivator recruitment biochemical assay. AID 631. 200,000 compounds, 0.41% hits. P37231; in the data active = activation above about 19%;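 also: 0% = DMSO and 100% = reference agonist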
PPARg SRC3 recr = PPARgamma-driven SRC-3 recruitment agonism | P37231 | biochemical PPARgamma/SRC-3 coactivator recruitment assay | activation, % at 8 µM | 200,000 compounds, 0.26% hits | AID 731; in the data active = activation above about 23%;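 also: 0% = DMSO and 100% = reference agonist; some compounds past the cut are filed as inactive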
Lmaj promast = inhibitors of Leishmania major promastigote growth. Leishmania major promastigotes, resazurin fluorescence viability. inhibition, % at 10 µM. 200,000 compounds, 9% hits. AID 1063; in the data active = inhibition above about 50%;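 also: promastigotes grown with compound for 44 hours at 28 °C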
TLR4-MyD88 BLA = inhibitors of human TLR4-MyD88 binding. O00206+Q99836. HeLa CL3-4 TLR4/MyD88 BLA complementation, FRET ratio. inhibition, % at 8.4 µM. 200,000 compounds, 0.18% hits; in the data active = inhibition above about 25%;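 also: 0% = vehicle and 100% = reference inhibitor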
S1P3 antagonist = S1P3 (human) receptor antagonism; 170,000 compounds, 0.27% hits; CHO S1P3 NFAT-BLA reporter, FRET fluorescence, antagonist mode; inhibition, % at 4.98 µM; Q99500;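 active = inhibition above the plate cutoff, the mean inhibition of test wells on that plate plus 3 SD, cut at about 28% in these data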;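 also: cells challenged with S1P at its EC80 of 0.8 µM; blue over green emission ratio from cleaved BLA substrate after 4 h stimulation; 0% = S1P-stimulated wells and 100% = unstimulated DMSO-only wells; some compounds past the cut are filed as inactive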
Target sequence (Q99500 whole entry, looked up): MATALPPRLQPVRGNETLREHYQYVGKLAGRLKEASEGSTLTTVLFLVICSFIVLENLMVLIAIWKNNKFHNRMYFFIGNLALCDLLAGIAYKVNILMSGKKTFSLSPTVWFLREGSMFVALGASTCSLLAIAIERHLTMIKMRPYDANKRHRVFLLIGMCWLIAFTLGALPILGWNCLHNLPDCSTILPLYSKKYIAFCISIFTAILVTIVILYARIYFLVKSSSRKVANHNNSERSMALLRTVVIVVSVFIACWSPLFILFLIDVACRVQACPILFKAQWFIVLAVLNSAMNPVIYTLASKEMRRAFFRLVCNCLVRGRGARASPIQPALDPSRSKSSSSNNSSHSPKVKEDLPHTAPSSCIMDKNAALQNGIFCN
bIAP act = intestinal alkaline phosphatase (bovine) activation; purified bovine IAP, CDP-star luminescence, 30 min; stronger effect = higher value; fold of DMSO-control signal, blank-subtracted; activation factor at 20 µM; 200,000 compounds, 0.17% hits;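 active = activation factor of 2 or more at 20 µM, a signal rise over negative controls twice the positive control's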
PPARg SRC-2 ag = PPARgamma-driven SRC-2 recruitment agonism; PPARgamma LBD-SRC-2 recruitment, biochemical; P37231; 200,000 compounds, 0.34% hits; activation, % at 8 µM; AID 1032; in the data active = activation above about 22%;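 also: 0% = vehicle and 100% = reference agonist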
ROMK mod = human ROMK K+ channel modulation, primary screen. AID 1918. 130,000 compounds, 2% hits. B-score at 10 µM. Tet-inducible ROMK, thallium flux fluorescence; actives lie on both sides. P48048;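 active = signal ratio slope over the read window, or its plate-corrected B-score, at least 3 SD from the plate mean, either direction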;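 also: B-score of the F/F0 ratio slope over 7 to 12 s after thallium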
Target sequence (P48048 whole entry, looked up): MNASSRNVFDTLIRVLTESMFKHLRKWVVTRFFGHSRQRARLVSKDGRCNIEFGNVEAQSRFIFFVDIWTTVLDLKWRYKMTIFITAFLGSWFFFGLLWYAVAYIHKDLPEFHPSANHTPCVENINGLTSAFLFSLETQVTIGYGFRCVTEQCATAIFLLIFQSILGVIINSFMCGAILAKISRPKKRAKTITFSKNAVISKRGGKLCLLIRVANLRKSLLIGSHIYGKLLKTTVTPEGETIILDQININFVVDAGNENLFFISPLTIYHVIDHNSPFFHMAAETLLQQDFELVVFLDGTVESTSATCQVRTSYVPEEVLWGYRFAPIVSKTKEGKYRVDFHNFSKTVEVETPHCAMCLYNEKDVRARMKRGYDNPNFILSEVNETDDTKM
An asterisk follows results filed as active; / = not tested or not shown.

SMILES	bIAP inh	TR-FRET SRC-2 ct	DTT redox prof	PPARg SRC1 recr	PPARg SRC3 recr	Lmaj promast	TLR4-MyD88 BLA	S1P3 antagonist	bIAP act	PPARg SRC-2 ag	ROMK mod
O=C(NCC1CCCO1)C1CCN(S(=O)(=O)c2cccc3nonc23)CC1 (stereo not drawn)	3	1452	0.4	5	-3	-3	3	/	1	3	-0.16
Cc1ccc(CC2S/C(=C(/C#N)C(=O)NCc3ccco3)N(c3ccccc3)C2=O)cc1 (stereo not drawn)	4	1529	2.2	0	7	-4	-7	3	1	3	/
Cc1ccc(NS(=O)(=O)c2ccccc2)c2c1CC(C)(C)O2	3	1569	0.0	-6	-1	1	10	/	1	1	0.044
C=CCNC(C(=O)Nc1cccc(OC)c1)c1ccccc1 (stereo not drawn)	-26	1554	0.2	-2	1	16	-5	2	1.3	-3	-0.29
CN(C)CCCn1c(NC(=O)C2CCCCC2)nc2ccccc21	-14	1424	-1.1	-4	-2	-3	-12	/	1.1	1	-0.14
COc1ccc(C2=NOC(C(=O)Nc3ccc(C)cc3)C2)cc1OC (stereo not drawn)	8	1472	-0.2	-2	8	0	-19	3	0.9	-4	/
COCCNC(=S)N(CCc1c(C)[nH]c2ccc(F)cc12)Cc1cccs1	-24	1436	-0.5	0	-7	42	-9	12	1.2	-5	-0.039
COc1ccc(-n2c(O)c(/C=N/NS(=O)(=O)c3ccc(C)c([N+](=O)[O-])c3)c3ccccc3c2=O)cc1OC	-16	1533	-0.9	3	6	-4	2	4	1.2	5	-3.3*
CN(C1CCS(=O)(=O)C1)S(=O)(=O)c1cccc2nsnc12 (stereo not drawn)	18	1714	-0.1	3	2	1	-11	/	0.8	5	0.51
Cc1ccc(-c2nc3ccccc3s2)cc1S(=O)(=O)N1CCCC1	18	1504	0.3	-2	2	8	-9	/	0.8	7	-0.09

Brought forward from above: three compounds, then new ones.
SMILES	bIAP inh	TR-FRET SRC-2 ct	DTT redox prof	PPARg SRC1 recr	PPARg SRC3 recr	Lmaj promast	TLR4-MyD88 BLA	S1P3 antagonist	bIAP act	PPARg SRC-2 ag	ROMK mod
COc1ccc(-n2c(O)c(/C=N/NS(=O)(=O)c3ccc(C)c([N+](=O)[O-])c3)c3ccccc3c2=O)cc1OC	-16	1533	-0.9	3	6	-4	2	4	1.2	5	-3.3*
CN(C1CCS(=O)(=O)C1)S(=O)(=O)c1cccc2nsnc12 (stereo not drawn)	18	1714	-0.1	3	2	1	-11	/	0.8	5	0.51
Cc1ccc(-c2nc3ccccc3s2)cc1S(=O)(=O)N1CCCC1	18	1504	0.3	-2	2	8	-9	/	0.8	7	-0.09
CC(=O)Nc1ccc(C(=O)N(C)c2ccccc2)cc1	0	1412	0.3	-5	-5	-7	9	/	1	-1	-0.03
Cc1cc(C)nc(SCC(=O)N2CCCCC2)n1	10	1574	2.9	0	5	0	1	-8	0.9	0	0.39
Cc1c(NC(=O)CN2C(=O)C3C4C=CC(C4)C3C2=O)c(=O)n(-c2ccccc2)n1C (stereo not drawn)	2	1800	-0.8	2	-5	-5	7	-33	1	1	-0.39
O=C1NC2(CCCCC2)Oc2ccccc21	5	1317	-1.4	6	2	1	-3	-26	0.9	2	/
CC(C)(C)OC(=O)NCCCCCNC(=O)c1[nH]cnc1C(=O)N[C@@H](CCCCNC(=O)OC(C)(C)C)C(=O)OC(C)(C)C	-21	1787	-0.2	3	2	10	1	-14	1.2	13	/
CCOCC(=O)Nc1sc2c(c1C(=O)OCC)CCCC2	3	1572	0.8	-2	-2	-2	-4	-10	1	-1	-0.57
CCCCn1c(-c2csc(CC)c2)n[nH]c1=S	-5	1572	0.3	6	6	-4	2	6	1.1	6	/
CC1CCc2cc(F)ccc2N1S(=O)(=O)c1ccc(Cl)nc1 (stereo not drawn)	2	1657	0.0	11	1	1	4	1	1	3	0.35
COC(=O)C(C#N)C(=C1C(=O)CC(C)(C)CC1=O)c1ccc(O)cc1 (stereo not drawn)	8	1588	-2.8	0	-8	-3	0	-2	0.9	4	/
COc1ccc(C2CC(C(F)(F)F)n3nc(C(=O)O)c(Br)c3N2)cc1 (stereo not drawn)	6	1438	1.8	3	-1	-2	6	/	0.9	0	0.77
O=C(CC(SCCO)c1ccc2c(c1)OCO2)c1cccs1 (stereo not drawn)	/	1578	2.0	4	3	73*	8	-11	0.1	0	/
O=C(O)c1ccc(/C=C/c2nc3sc4c(c3c(=O)[nH]2)CCC4)cc1	-5	1624	-1.8	2	-1	-11	-4	-15	1	-5	-1.1
COc1cccc(CC2(CO)CCN(C(=O)NCCc3ccccc3)CC2)c1	5	1762	-2.1	4	4	0	8	-9	1	4	-0.88
CCNS(=O)(=O)c1ccc(NC(=O)c2ccccc2OCC)cc1	24	1466	0.1	-2	11	0	3	10	0.8	1	0.81
COc1cc(C(=O)NC(=S)Nc2cccc(-c3cc4ccccc4oc3=O)c2)cc(OC)c1OC	4	1746	-3.7	13	3	4	-5	/	1	12	/
OCCCCNCc1ccc(OCc2ccccc2Cl)cc1	-5	1530	-4.7	-12	-6	97*	14	/	1	-3	/
CCCCNC(=O)CNC(=S)N(Cc1ccc(C)cc1)Cc1ccco1	-47	1530	-0.2	12	2	-1	2	-1	1.5	2	1
COc1ccc(CCNC(=O)C23CN(Cc4ccccc4)CC2C(c2ccc([N+](=O)[O-])cc2)=NO3)cc1 (stereo not drawn)	-8	1465	-2.8	8	15	35	-6	/	1.1	9	/
Cc1c(NS(=O)(=O)c2ccc(Br)s2)c(=O)n(-c2ccccc2)n1C	8	1498	1.8	-2	0	-3	-9	5	0.9	2	/
O=C1OCCC1Sc1nnnn1-c1ccc(Cl)cc1 (stereo not drawn)	-4	1687	0.6	14	5	-2	-2	-12	1	-1	-0.027
C=CCn1c(SCC(=O)c2c(C)[nH]c3ccccc23)nnc1-c1ccncc1	-1	1383	-0.2	-6	3	-11	18	16	1	3	0.64
O=C(Nc1ccc(C(F)(F)F)cc1-c1ccccc1)c1ccccc1	11	1530	1.4	-5	1	5	-2	-7	0.9	2	/
COc1cc(CC(=O)OCC(=O)Nc2ccc(S(=O)(=O)N3CCCC3)cc2)cc(OC)c1OC	6	1409	0.0	-10	-5	0	-7	-19	0.9	-3	-0.065
CC1Cc2nc(SCC(=O)N3CCCc4ccccc43)n(C)c(=O)c2S1 (stereo not drawn)	41	1469	-0.3	5	9	7	-1	-12	0.6	4	/
CC(C)(C)NC(=O)c1ccc(NC(=O)CSc2ccccc2)cc1	9	1539	0.3	4	5	1	-3	-10	0.9	0	-0.58
COc1ccccc1CNCc1cc(OC)c(OC)c(OC)c1	4	1685	-0.3	13	5	22	2	-22	1	16	-0.41
Cc1noc(NS(=O)(=O)c2ccc(N/C=C/C(=O)c3ccncc3)cc2)c1C	24	1591	0.3	4	7	-9	-6	/	0.8	3	1
COCCCNC(NC(=O)c1ccc(Br)cc1)C(Cl)(Cl)Cl (stereo not drawn)	24	1588	0.6	4	7	-3	-4	6	0.8	6	/
CCOc1cc(N2CCOCC2)c(OCC)cc1NC(=O)CN1C(=O)NC(CC(C)C)C1=O (stereo not drawn)	-14	1429	-1.2	-3	0	-4	-6	-8	1.1	-1	0.16
Cc1cnc(NC(=O)CSc2nnc(CNc3ccc(F)cc3)n2CC2CCCO2)s1 (stereo not drawn)	7	1305	2.0	-4	-8	4	11	-1	0.9	-5	/
COc1ccc(C(=O)Cn2nnc(-c3ccccc3F)n2)cc1	16	1574	-1.5	8	11	-7	-5	-47	0.8	3	-0.42
c1ccc(Cn2c(NCc3ccco3)nc3ccccc32)cc1	18	1484	1.8	-7	-10	18	-5	-8	0.8	-4	-1.5
Cc1ccc(C)c(OCCCN2CCCC2)c1	14	1558	0.2	6	4	98*	-6	15	0.9	1	/
Cc1csc(NC(=O)C2=NN(c3ccccc3)C(=O)CC2)n1	-9	1395	-0.3	2	-1	11	-12	1	1.1	-12	/
N#Cc1cccc(-n2c(-c3ccccc3)nnc2-c2ccccc2)c1C#N	13	1536	1.5	-1	-6	2	9	/	0.9	1	0.091
O=C(C1=C[C@H](c2ccc(C(F)(F)F)cc2)C[C@H](OCc2ccc(CO)cc2)O1)N1CCN(Cc2ccc3c(c2)OCO3)CC1	-6	1615	-0.2	10	6	45	-5	1	1.1	9	/
CCOC(=O)C1=NNC2C(=O)N(CC)C(=O)C12 (stereo not drawn)	-2	1438	0.1	-8	-2	0	3	/	1	-2	-0.33
O=C(c1cc2ccccc2o1)N1CCN(S(=O)(=O)c2cccs2)CC1	9	1621	-1.5	6	17	72*	4	/	0.9	10	/
Oc1ccc(CN2CCN(Cc3ccccc3)CC2)c2cccnc12	/	1470	1.9	-4	-1	100*	7	-25	/	1	-0.014
O=C(Cc1ccccc1)NCC(=O)OCC(=O)c1ccc(OC(=O)c2ccccc2)cc1	4	1567	0.0	7	0	-5	10	/	1	-3	-0.7
O=C(Nc1ccc(N2CCOCC2)nc1)c1ccc(Cl)cc1	9	1457	1.8	-6	11	-1	10	/	0.9	3	/
O=C(Cn1cnc2c(nnn2Cc2ccc(F)cc2)c1=O)Nc1cccc(F)c1	12	1595	0.0	10	6	-11	7	-24	0.9	5	0.27

Arranged by molecular weight (rising): some entries from above
SMILES	bIAP inh	TR-FRET SRC-2 ct	DTT redox prof	PPARg SRC1 recr	PPARg SRC3 recr	Lmaj promast	TLR4-MyD88 BLA	S1P3 antagonist	bIAP act	PPARg SRC-2 ag	ROMK mod
O=C1OCCC1Sc1nnnn1-c1ccc(Cl)cc1 (stereo not drawn)	-4	1687	0.6	14	5	-2	-2	-12	1	-1	-0.027
COc1ccccc1CNCc1cc(OC)c(OC)c(OC)c1	4	1685	-0.3	13	5	22	2	-22	1	16	-0.41
O=C(O)c1ccc(/C=C/c2nc3sc4c(c3c(=O)[nH]2)CCC4)cc1	-5	1624	-1.8	2	-1	-11	-4	-15	1	-5	-1.1
Cc1ccc(-c2nc3ccccc3s2)cc1S(=O)(=O)N1CCCC1	18	1504	0.3	-2	2	8	-9	/	0.8	7	-0.09
O=C(NCC1CCCO1)C1CCN(S(=O)(=O)c2cccc3nonc23)CC1 (stereo not drawn)	3	1452	0.4	5	-3	-3	3	/	1	3	-0.16

Two neighbouring compounds already listed, for reference:
SMILES	bIAP inh	TR-FRET SRC-2 ct	DTT redox prof	PPARg SRC1 recr	PPARg SRC3 recr	Lmaj promast	TLR4-MyD88 BLA	S1P3 antagonist	bIAP act	PPARg SRC-2 ag	ROMK mod
COc1ccc(C(=O)Cn2nnc(-c3ccccc3F)n2)cc1	16	1574	-1.5	8	11	-7	-5	-47	0.8	3	-0.42
c1ccc(Cn2c(NCc3ccco3)nc3ccccc32)cc1	18	1484	1.8	-7	-10	18	-5	-8	0.8	-4	-1.5
